High-throughput results deposited in PubChem BioAssay by National Center for Advancing Translational Sciences (NCATS).
S3 lipid droplet – qHTS Assay for Lipid Storage Modulators in Drosophila S3 Cells. Drosophila S3 cells, BODIPY lipid droplet fluorescence, 18-24 h; cells fed with added oleic acid. Potency in µM for hits, for the others lipid storage change, negative = inhibition, % at the top dose, mostly 46.1 µM. actives 0.64% (n = 320,000); active means well fitted inhibition curve with a large enough effect in the signal ratio, with a control signal flat, not every such curve was filed as active; inconclusive means small, poorly fitted or top-dose-only effect, or effect the other way, or a change in a side signal; the % refers to the signal ratio
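Drosophila S3 cells loaded with oleic acid (400 uM, as added) and compounds at several concentrations; lipid droplets imaged by 488-nm laser-scanning cytometry, 500–530 nm intensity and object ratio to cell channel. Percent activity normalized to 20 uM Triacsin C.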
S3 lipid droplet cell count max – further read-out of S3 lipid droplet, marked with its call; cell number change, %; measured here: cell count max response;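 cells counted by Cell Tracker Red CMTPX staining in the red channel; peak over a dose series mostly up to 46.1 µM; percent activity relative to internal control wells on each plate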
* = called active by the depositor; i = inactive; ? = inconclusive; / = no result given; [ ] = another dose, or the depositor's remark. On the % scale 0 is the no-effect control and ±100 the full control effect; potency means the concentration at half of the fitted maximal effect. Only part of the results is shown; the hit share may differ from the screen's.

SMILES	S3 lipid droplet	S3 lipid droplet cell count max
CCOc1ccccc1NC(=O)Cn1c(=O)sc2ccccc21	15%	24
CCc1nccn1S(=O)(=O)c1cc(C)c(OC)cc1C	?	/
CN1C(=O)Cc2cc(S(=O)(=O)N3CCN(c4cccc(Cl)c4)CC3)ccc21	i	/
CCCOc1ccc(C(=O)OCC(=O)c2c(N)n(C)c(=O)n(C)c2=O)cc1OCC	?	/
COc1ccc(Cl)cc1NC(=O)CSc1nnc(Cc2ccc(C)cc2)c(=O)[nH]1	-21%	-24
Cc1nc2cc(NC(=O)N3CCCCC3)ccc2n1C	2%	13
CCCc1cc(=O)[nH]c(SCC(=O)Nc2oc(C)c3c(C)n[nH]c(=O)c23)n1	36%	29
Cc1sc2nc3n(c(=O)c2c1C)NC(=O)CC3	3%	2
O=C(O)c1ccc2c(c1)C(=O)N(c1ncccn1)C2=O	3%	-1
Cc1ccc(C(=O)N/N=C2\CCc3ccccc32)c(C)c1	-2%	-3
COc1ccccc1NC(=O)CSc1n[nH]c(-c2ccccn2)n1	?	/
O=C(Nc1cccc(NC(=O)c2cccs2)c1)c1ccc(Br)cc1	?	/
N#CCCN(C(=S)NC(=O)c1cccs1)c1ccccc1F	i	/
Cc1cccc(NC(=O)CSCC(=O)N(C)CCOc2ccc(Cl)cc2)c1	?	/
Nc1nc2ccccc2n1/N=C/c1ccc([N+](=O)[O-])s1	?	/

By substructure: those above with an aryl methoxy group.
SMILES	S3 lipid droplet	S3 lipid droplet cell count max
CCc1nccn1S(=O)(=O)c1cc(C)c(OC)cc1C	?	/
COc1ccc(Cl)cc1NC(=O)CSc1nnc(Cc2ccc(C)cc2)c(=O)[nH]1	-21%	-24
COc1ccccc1NC(=O)CSc1n[nH]c(-c2ccccn2)n1	?	/

Continuation:
SMILES	S3 lipid droplet	S3 lipid droplet cell count max
CCOC(=O)CSc1nnc(-c2ccccc2NC(=O)c2ccccc2)o1	?	/
CC(C)N1CCc2c(sc(NC(=O)c3ccc(S(=O)(=O)N4CCc5ccccc54)cc3)c2C(N)=O)C1	?	/
Cn1nc(C(=O)NC(C)(C)C)c2ccccc21	?	/
CC(C)(C)c1ccc(S(=O)(=O)N2CCCC2C(=O)NC2=NCCS2)cc1 (configuration not stated)	7%	2
COc1ccccc1C(=O)NCCC(=O)N1CC(=O)Nc2ccccc21	10%	2
Cc1nn(-c2ccccc2)c2nc(Cl)c(C(=O)O)cc12	?	/
COc1ccc(CNc2ccccn2)c(O)c1	-26%	-1
O=C(COc1c(F)c(F)c(C(F)(F)F)c(F)c1F)Nc1ccc(N2CCOCC2)c(Cl)c1	?	/
O=C(CSc1nnc(C2CC2)n1Cc1ccccc1)c1cc2ccccc2o1	?	/
O=C(Nc1ccc(Br)c2cccnc12)c1ccc(Cn2cc(Cl)cn2)o1	?	/
CC1CCC(NC(=O)c2cc(S(=O)(=O)N(C)C)ccc2N2CCCC2)CC1 (configuration not stated)	?	/
Cn1c(=O)c2c(ncn2CC(N)=O)n(C)c1=O	?	/
COc1ccc(NC(=O)COC(=O)CC2CC3CCC2C3)c([N+](=O)[O-])c1 (configuration not stated)	?	/
Cc1ccc(NC(=S)NNC(=O)CSc2nnc(-c3ccc(Cl)cc3)n2C2CCCCC2)cc1	?	/
Cn1nnc(NC(=O)c2ccccc2F)n1	?	/
CC(c1ccco1)N(C(=O)c1ccc(C#N)cc1)c1ccccn1 (configuration not stated)	?	/
C/C(=N\NC(=O)c1cc(-c2ccc(Br)s2)[nH]n1)c1ccncc1	?	/
Cc1ccc(C(C)C)c(OCc2ccc(C(=O)N/N=C/c3ccc(O)c(O)c3)cc2)c1	?	/
Cc1cc(C(=O)OCC(=O)NCc2ccc3c(c2)OCO3)c2ccccc2n1	?	/
COc1ccc(C(CNC(=O)Cn2[nH]c(=O)c3ccccc3c2=O)N2CCCC2)cc1 (configuration not stated)	?	/
CCOc1cc2[nH]c(=S)n(Cc3ccc(C(=O)NCCCN4CCOCC4)cc3)c(=O)c2cc1OCC	i	/
COc1ccc(NC2=Nc3cccc4cccc2c34)cc1OC	?	/
Cc1ccc(CNC(=O)C2CCC(=O)N2Cc2ccc(C)cc2)cc1 (configuration not stated)	-10%	0
Cc1ccc(Cn2nnc3c(=O)[nH]c(C4CCN(S(=O)(=O)Cc5ccccc5)CC4)nc32)cc1	?	/
COc1ccc(/C=N/NC(=O)CCn2cnc3ccccc32)cc1	12%	-5
Cc1cccc(N2C(=O)CC(Sc3nc(-c4ccccc4)c4cc(Cl)ccc4n3)C2=O)c1 (configuration not stated)	?	/
CCOC(=O)C1=C(C)Nc2ccccc2N=C1NC(=O)c1ccc(Cl)c(S(=O)(=O)N2CCCC2)c1	?	/
COc1cccc(C(=O)NCCS(=O)(=O)NCc2ccc(Cl)cc2)c1	i	/
CCOc1ccccc1-c1nnc(SCC(=O)NC2CC3CCC2C3)n1CC (configuration not stated)	?	/
O=C(CNC(=O)c1ccccc1F)NCCOc1ccccc1Cl	?	/
O=C(COC(=O)CNC(=O)c1ccc(Cl)c([N+](=O)[O-])c1)NC(=O)c1ccccc1	-23%	-2
Cc1cc(C)n2nc(C(F)(F)F)c(-c3ccccc3)c2n1	?	/
CC(=O)N1N=C(c2ccncc2)OC12CCCCC2	?	/
COc1ccc(N2CCN(C(=O)C3CCCN3S(=O)(=O)c3cccc4nsnc34)CC2)cc1 (configuration not stated)	?	/
CN(C)CCCNC(=O)c1ccc(CN(c2ccccc2)S(C)(=O)=O)cc1	?	/
CCN(CC)CCCNC(=O)C1CCC(CNS(=O)(=O)c2ccc(Cl)cc2)CC1 (configuration not stated)	i	/
Cc1cnc(NC(=O)CSc2nc3ccccc3s2)s1	i	/
COc1cccc(NC(=O)CN(C)C(=O)c2ccccc2CCc2ccccc2)c1	?	/
Cc1ccc(S(=O)(=O)N2CCCCC2)cc1C(=O)N(C)CC(=O)Nc1cccc(F)c1	23%	/
CC(=O)N1CCc2cc(S(=O)(=O)NC(C(=O)NC3CCCc4ccccc43)C(C)C)ccc21 (configuration not stated)	i	-6
Cc1cccc(C)c1OCCNC(=O)CCC(=O)c1ccccc1	?	/
CCOC(=O)c1cc(CC)sc1/N=C/C1=C(O)CCCC1=O	?	/
O=C(c1cccc(C(F)(F)F)c1)C1CCCN(C(=O)CCCN2CCCC2=O)C1 (configuration not stated)	-16%	-17
CCOc1ccc(N(CC(=O)NCCSCc2ccc(Cl)cc2)S(C)(=O)=O)cc1	9.2µM*	-20*
O=C(CC1CCCCC1)N1CCN(c2ccccn2)CC1	?	/

Single records, from the list above. Order of screens: S3 lipid droplet, S3 lipid droplet cell count max
Cc1cc(C)n2nc(C(F)(F)F)c(-c3ccccc3)c2n1 in the list: ?, /
COc1ccc(N2CCN(C(=O)C3CCCN3S(=O)(=O)c3cccc4nsnc34)CC2)cc1 (configuration not stated) in the list: ?, /
CCOC(=O)c1cc(CC)sc1/N=C/C1=C(O)CCCC1=O in the list: ?, /
COc1cccc(NC(=O)CN(C)C(=O)c2ccccc2CCc2ccccc2)c1 in the list: ?, /
Cc1ccc(S(=O)(=O)N2CCCCC2)cc1C(=O)N(C)CC(=O)Nc1cccc(F)c1 in the list: 23%, /

Carrying on:
SMILES	S3 lipid droplet	S3 lipid droplet cell count max
O=S(=O)(c1ccccc1)c1nc(-c2ccccc2F)oc1NCc1cccnc1	4%[9.22 µM]	2
CCCN(CCC)C(=O)Nc1ccc(F)cc1F	8%	1
Cc1cc(/C=N/NC(=O)COc2cccc3cccnc23)c(C)n1-c1ccc(O)cc1	?	/
O=C(Cn1cnc2ccccc21)OCC(=O)N1CCc2ccccc2C1	?	/
Clc1ccc2c(c1)CNc1c(ncnc1N1CCOCC1)O2	-18%	/
COc1ccccc1OCCNC(=O)c1cc(SC)ccc1Cl	?	/
O=C(NN1CCOCC1)c1cc(-c2cccs2)nc2ccccc12	?	/
CC(=O)Nc1ccc(NC(=O)C/C(C)=N/NC(N)=S)cc1	12%	/
Cc1ccc(CCNC(=O)c2cc(C)nn2-c2ccccc2)cc1	i	/
CCOC(=O)/C(C#N)=C/c1ccc(OCC(=O)Nc2cc(C)ccc2C)c(OC)c1	14%	21
COc1ccccc1C(=O)Nc1nnc(S(=O)(=O)N(C)Cc2ccccc2)s1	?	/
CC(c1ccccc1)C1CC(=O)N(c2ccccc2)C1=O (configuration not stated)	-25%	/
COc1nc2c(c(-c3cc(Br)cs3)c1C#N)Cc1ccccc1-2	10%	1
CN(C)CCOc1ccc2ccccc2c1	8%	10
N#Cc1nc(-c2ccc(OCc3ccccc3)cc2)oc1NCc1ccco1	18%	-9
CCn1nc(NS(=O)(=O)c2ccc([N+](=O)[O-])cc2)c2cc3cccc(C)c3nc21	1.5µM*	-19*
COCc1[nH]nc2c1C(c1ccccc1Cl)C(C#N)=C(N)O2 (configuration not stated)	i	/
Cc1ccc2c(c1)Oc1ccc([N+](=O)[O-])cc1C(=O)N2	?	/
CCCCOC(=O)CSC1=C(C#N)C(c2ccc3c(c2)OCO3)CC(=O)N1 (configuration not stated)	i	-15
O=C(Nc1ccccc1Cl)N1C2CCC1CC(O)(c1cccnc1)C2 (configuration not stated)	4%	-12
CCOc1ccc(S(=O)(=O)N(C)c2ccc(OCC(=O)OCc3c(C)noc3C)cc2)cc1	?	/
CCc1n(CC(O)COCC2CC=CCC2)c2ccccc2[n+]1C (configuration not stated)	-2%	9
CC(C)COc1cccc(-c2cc(C(=O)Nc3ccon3)c3ccccc3n2)c1	?	/
COc1ccc(N/C(=N/c2nc(C)cc(C)n2)NC(=O)c2ccccc2)cc1	16%	0
O=C(O)c1cc(S(=O)(=O)N2CCN(S(=O)(=O)c3ccccc3)CC2)ccc1Cl	-5%	-16
CCOCCCNC1=C(Cl)C(=O)c2ccccc2C1=O	?	/
CNS(=O)(=O)c1cccc(C(=O)OCC(=O)N2c3ccccc3NC(=O)C2(C)C)c1	-72%	12
COc1ccc(NC2CCCN(C(=O)c3ccc(C(C)=O)cc3)C2)cc1 (configuration not stated)	i	-1
N=C(N)CCCOc1ccccc1-c1ccccc1	?	/
CC(=O)C1=C(C)NC(SCC(=O)Nc2nccs2)=C(C#N)C1c1ccccc1Cl (configuration not stated)	?	/
CCOC(=O)Cn1nnnc1C	0%	-9
COc1ccc(CCNC(=O)COC(=O)c2ccc(F)c(S(=O)(=O)N3CCOCC3)c2)cc1	-25%	1
O=C(CSc1ccccc1)NCC1(N2CCOCC2)CCCCC1	18%	15
O=C(CSc1ncn[nH]1)N1CCCCC1	i	0
Cc1nn(-c2ccccc2)c(C)c1/C=N/NC(=O)c1cc(-c2cccc3ccccc23)n[nH]1	-1%	0
Cc1cccn2c(=O)c(/C=C3\SC(=S)N(CC(C)C)C3=O)c(NCCCOC(C)C)nc12	?	/
CC(C)c1ccc(/C=C/C(=O)N2CCc3ccccc3C2)cc1	6%	-1
O=C(N/N=C/c1ccccn1)c1cccc(S(=O)(=O)Nc2ccccc2Cl)c1	i	/
COCCN1CCN(C(=O)c2cc(COc3ccc(F)c(F)c3)on2)CC1	?	/
O=C(CN1CCN(S(=O)(=O)c2ccc(F)cc2)CC1)N1CCOCC1	i[0.369 µM]	/
CC(C)CNC(=O)/C=C/c1cccs1	?	/
Cc1[nH]c2ccccc2c1C(=O)COC(=O)c1c(-c2ccccc2)noc1C	?	/
CCOc1cccc(CN2CCCC(N3CCc4cc(OC)c(OC)cc4C3)C2)c1O (configuration not stated)	2%	10
Oc1[nH]c2ccccc2c1N=Nc1ccc(C(F)(F)F)cn1	-3%	-8
Cc1ccc(C(NC(=O)CN2C(=O)NC3(CCCC3)C2=O)c2ccccc2)cc1 (configuration not stated)	?	/
C=CCNC(=O)NC(=O)COC(=O)/C(C#N)=C/c1cc(C)n(CC(C)C)c1C	-18%	20
Cc1ccc(Nc2nc(-c3ccc(O)cc3O)cs2)nc1	?	/
COC(=O)c1cc(S(=O)(=O)n2nc(C)cc2C)c(Cl)cc1Cl	i	-7
O=P(O)(CP(=O)(c1ccccc1)c1ccccc1)c1ccccc1	?	/
COc1cccc(-n2nnnc2SCC(=O)NCc2ccco2)c1	i	/
CCN(CC)S(=O)(=O)c1ccc(NCc2ccccn2)nc1	-2%	23
CCc1cc(CNC(=O)CC2C(=O)NCCN2CC2CCCCC2)on1 (configuration not stated)	-1%	-4
Cc1cc(C(=O)COC(=O)c2ccc(CO)cc2)c(C)n1CC1COc2ccccc2O1 (configuration not stated)	?	/
CCOC(=O)C(=CNc1ccc2c(c1)c1ccccc1n2CC)C(=O)OCC	?	/
CCCCNc1cc(NC(C)=O)cc2cc(OC)c(OC)cc12	-18%	/
CSc1ccc(S(=O)(=O)NCCCn2ccnc2)cc1	11%	-13
Oc1c(Br)cc(Br)cc1C=NCc1ccc(F)cc1	10%	-2
CCOC(=O)c1c(N2C(=O)CC(Sc3ccccc3C(=O)O)C2=O)sc(C)c1C (configuration not stated)	-19%	0
CC(C(=O)Nc1cccc(C#N)c1)N(C)CCOc1ccccc1 (configuration not stated)	i	-10
Cc1ccc(-c2csc(C(C#N)=C3CCCC3)n2)cc1	12%	0
Carrying on.
SMILES	S3 lipid droplet	S3 lipid droplet cell count max
CN(Cc1ccc(F)cc1)C(=O)c1ccc(NC(=O)CC2SC(N3CCCC3)=NC2=O)cc1 (configuration not stated)	i	/
COc1cc2c(c3oc(=O)cc(CC(=O)O)c13)CCC(C)(C)O2	?	/
Cc1ccc(OCC(=O)NC(=S)Nc2ccccn2)c(Br)c1	?	/
COc1cc(/C=C2\SC(N)=NC2=O)cc(Br)c1O	?	/

In another format: results already given
| SMILES | S3 lipid droplet | S3 lipid droplet cell count max |
| --- | --- | --- |
| Cc1ccc(OCC(=O)NC(=S)Nc2ccccn2)c(Br)c1 | ? | / |
| COc1cc2c(c3oc(=O)cc(CC(=O)O)c13)CCC(C)(C)O2 | ? | / |
